Bioassay records as filed in PubChem BioAssay.
NPYLR7 ag = mosquito NPYLR7 agonism; HEK293T NPYLR7/Galpha15, GCaMP6s calcium fluorescence; activation, % at 10 µM; actives 0.15% (n = 270,000); AID 1259423; in the data active means activation above about 40%;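 further: 0% = vehicle and 100% = reference agonist at the receptor; some compounds past the cut are filed as inactive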
hcGAS lum = blocks human cGAS activity; recombinant h-cGAS, ATP depletion, Kinase-Glo luminescence; inhibition, % at 12.5 µM; actives 0.081% (n = 290,000); Q8N884;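 further: 0% = vehicle reaction and 100% = reaction without DNA for no activity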
Target sequence (Q8N884 whole entry, looked up): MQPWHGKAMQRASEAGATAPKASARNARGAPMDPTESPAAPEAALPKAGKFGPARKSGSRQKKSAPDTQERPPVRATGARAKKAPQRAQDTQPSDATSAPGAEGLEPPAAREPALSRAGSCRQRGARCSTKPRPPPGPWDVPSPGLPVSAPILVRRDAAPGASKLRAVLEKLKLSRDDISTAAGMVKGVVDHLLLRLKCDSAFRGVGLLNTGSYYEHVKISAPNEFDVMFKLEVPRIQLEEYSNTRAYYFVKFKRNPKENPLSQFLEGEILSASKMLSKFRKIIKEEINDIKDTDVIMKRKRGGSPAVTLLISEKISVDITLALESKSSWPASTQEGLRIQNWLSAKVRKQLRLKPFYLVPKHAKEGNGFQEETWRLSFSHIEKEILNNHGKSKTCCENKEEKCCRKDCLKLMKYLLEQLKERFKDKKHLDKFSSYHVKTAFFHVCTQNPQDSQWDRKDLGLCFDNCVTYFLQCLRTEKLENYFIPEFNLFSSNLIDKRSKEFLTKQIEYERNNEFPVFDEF
mcGAS lum = mouse cGAS inhibition by luminescence | Q8C6L5 | actives 0.15% (n = 160,000) | inhibition, % at 12.5 µM | recombinant cGAS, Kinase-Glo ATP depletion luminescence;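 further: 0% = negative control wells and 100% = reference inhibitor with no enzyme activity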
* marks the source's active call; other numbers are inactive results; / = no result given; & = joins results of further samples. Unless noted, no stated cut-off is given here; in the data, active means inhibition above about 40%; inactive means the rest. This is a subset, so the mix of outcomes need not match the whole.

Preview, two compounds:
SMILES	NPYLR7 ag	hcGAS lum	mcGAS lum
C=CCOC(CN1CCN(C(=O)Cc2cccs2)CC1)c1cccc(OC)c1 (stereo not drawn)	-3.4	-7.0	-6.3
Cc1cc(C)c2sc(N3CCNCC3)nc2c1	-4.7	-9.6	/

The list itself, from the start:
SMILES	NPYLR7 ag	hcGAS lum	mcGAS lum
C=CCOC(CN1CCN(C(=O)Cc2cccs2)CC1)c1cccc(OC)c1 (stereo not drawn)	-3.4	-7.0	-6.3
Cc1cc(C)c2sc(N3CCNCC3)nc2c1	-4.7	-9.6	/
O=C(CN1CC2CCCCCCC21)NCC1CC1 (stereo not drawn)	-1.8	-6.3	/
Fc1ccc(N2CCNCC2)cc1	15.8	-1.3	/
COC(=O)C1C(=N)Oc2cc(C)[nH]c(=O)c2C12C(=O)N(CC(C)C)c1ccccc12 (stereo not drawn)	-3.4	1.9	-8.1
CSCC[Si]12OCCN(CCO1)CCO2	-8.2	-1.4	/
O=C(COc1ccccc1F)N1CCN(CCc2nc(-c3cccs3)cs2)CC1	-0.4	-3.2	/
COc1cc(C2c3c(c4ccccc4oc3=O)OC(=N)C2C#N)ccc1O (stereo not drawn)	-17.4	4.8	12.6
CCC(CC)n1ncc(C(=O)O)c1C	0.6	-10.4	/
O=C(c1cccc(S(=O)(=O)N2CCCCC2)c1)N1C2CCC1CC2	6.6	-1.7	-5.1
CCc1noc(CC2CCOC3(CCNCC3)C2)n1 (stereo not drawn)	/	0.1	-0.5
COc1ccc2c(c1OC)C(=O)O[C@@H]2[C@@H]1c2cc3c(cc2CCN1C)OCO3	-16.3	0.8	/
CN1C(=O)C(=Cc2ccc3c(c2)OCO3)C(=O)N(C)C1=O	4.2	-1.1	-8.0
CN(C)CCN(C(=O)COc1ccc(Cl)cc1)c1nc2cc3c(cc2s1)OCO3	-2.2	-4.1	-5.3
CC(=O)n1cc(C=C2C(=O)NC(=O)NC2=O)c2ccccc21	4.3	2.0	4.7
CN1C(=O)C2(CCN(Cc3noc(-c4ccco4)n3)CC2)c2ccccc21	2.3	-5.3	/
COCCCNC(=O)C(C1CCCC1)N1CCN(C(=O)Cc2ccccc2)CC1 (stereo not drawn)	-6.5	0.1	-3.1
O=C(CN1CCOCC1)Nc1ccc(Br)cc1C(=O)c1ccccc1	-1.8	-6.8	-9.4
C[C@]12C=CC(=O)C=C1CCC1C2CC[C@]2(C)C(=O)CCC12 (stereo partly drawn)	-7.1	-0.6	/
C[C@H](Cc1ccc2c(c1)OC(C(=O)O)(C(=O)O)O2)NC[C@H](O)c1cccc(Cl)c1	5.8	-3.5	-3.7
O=C(Cc1ccc2c(c1)OCO2)N1CCCC(N2CCN(c3ccc(F)cc3)CC2)C1 (stereo not drawn)	9.0	-10.6	/
c1ccc(CN2CCCC3CNCCC32)cc1 (stereo not drawn)	0.0	-3.6	/
COc1cc2c(cc1O)CCNC2C (stereo not drawn)	/	-2.4	-2.0
Cc1ccc(C2(O)C[N+]3=C(SCCC3)N2Cc2ccccc2)cc1 (stereo not drawn)	-5.5	-6.4	/
COC(=O)C1=C(C)OC(=N)C(C#N)C12C(=O)Nc1ccc(Cl)cc12 (stereo not drawn)	-4.3	-5.3	0.8
Cc1nn(-c2ccccc2)c2c1P(=S)(N1CCCC1)OC(c1ccc(Cl)cc1)=N2 (stereo not drawn)	-5.5	-7.9	-6.4
CCOC(=O)[C@H]1CN(C(=O)c2ccc(C)cc2)[C@]2(C)C(=O)N(C)c3ccccc3[C@H]12	15.3	3.6	-6.3
Cc1cc(C)c(CNc2cc(C(C)C)nc(C)n2)cn1	2.7	-6.3	-11.2
CC1=C(C(=O)Nc2ccccc2)S(=O)(=O)CCO1	1.9	-5.4	-1.7
COc1cc(C(=O)N2CCC3(CC2)CN(C)CCN3C)ccn1	0.2	-1.8	/
COc1cc(C=NNP(=S)(c2ccccc2)c2ccccc2)ccc1O	16.5	-6.6	/
COC(=O)c1ccccc1NC(=O)c1cccn(Cc2ccc(C(F)(F)F)cc2)c1=O	16.0	-13.6	/
COc1cccc(CC(C)NCC(=O)Nc2ccccc2C)c1 (stereo not drawn)	24.7	-8.3	-10.8
COc1ccc(-n2cc(CNC(C)Cc3cnccn3)c(-c3cccc(F)c3)n2)cc1 (stereo not drawn)	-8.0	6.8	/
CC(Cc1cccc(F)c1)NCc1n[nH]c2c1CCC2 (stereo not drawn)	-3.6	-4.7	-7.2
CC(C)(C)c1ccc(C(CN)c2ccc(Cl)cc2)cc1 (stereo not drawn)	8.9	-5.8	/
Cc1ccccc1-n1nc(-c2ccccc2)c2c1N(CC(=O)NCC1CCCO1)C(=O)CSC2c1ccsc1 (stereo not drawn)	17.0	-1.0	-4.5
CC(=O)NCCNC(=O)[C@H]1CN2CCC1C[C@@H]2Cn1cc(COc2ccccc2)nn1 (stereo partly drawn)	33.4	-5.9	-6.0
O=C(Nc1ccc2[nH]cc(CCN3CCCC3)c2c1)C(F)(F)C(F)(F)C(F)(F)F	16.7	2.3	-6.3
COc1ccc(Cl)cc1S(=O)(=O)N1CCN(CCOC(c2ccc(F)cc2)c2ccc(F)cc2)CC1	5.1	-4.9	-4.7
C[C@]12CC[C@H](O)CC1=CC[C@@H]1[C@@H]2CC[C@@]2(C)[C@H]1CC[C@]2(C)O	-9.0	-6.4	/
CCN(CC)P(=S)(c1ccc(C=NNC(N)=O)s1)N(CC)CC	-3.7	-4.5	/
CN(C)CCN(C(=O)Cc1ccc(F)cc1)c1nc2ccccc2s1	-4.5	0.7	-0.4
CC(N)C(OC1CCOCC1)c1ccccc1 (stereo not drawn)	4.6&6.9	-4.1&-6.6	/
Cc1nc(C(C)N(C)C(=O)CN2CC3(CCCC3)CC2=O)c(C)s1 (stereo not drawn)	/	2.1	-1.0
CC(=O)Nc1ccc(S(=O)(=O)N2CCN(CCOC(c3ccccc3)c3ccc(F)c(F)c3)CC2)cc1 (stereo not drawn)	4.8	-9.0	-6.6
Cc1ccc(C2CNCC2CN2CCN(c3ccccc3)CC2)cc1 (stereo not drawn)	25.0	-10.8	/
COc1cc(OC)c(C2=CCN(Cc3ccc(C#N)cc3F)CC2)c(OC)c1	-0.5	3.3	/
CCN(CC)C(=O)c1ccc(NC(=O)C=Cc2cc(Cl)c3c(c2)OCO3)cc1	2.6	-4.7	-7.6
COc1c[nH]c(CN2C[C@H]3C[C@H](O)[C@H](O)C[C@H]3C2)cc1=O	24.7	-9.1	-18.0
c1cc2c(c(-c3cnn4cccnc34)c1)CCNC2	11.7	-12.8	/
CC(C)(C)P(=S)(c1ccncc1)N1CCCCCC1 (stereo not drawn)	-3.1	-1.5	-4.1
C[C@@]12N[C@@H](Cc3ccccc31)c1ccccc12	0.5&-1.6	-0.8&-7.2	-6.0
CNC(Cc1c[nH]c2ccccc12)C(=O)O (stereo not drawn)	/	-5.4	-4.6
CC(C)(CO)N1CC1C(=O)OCc1ccccc1 (stereo not drawn)	-12.0	1.0	/
CCOC(=O)[C@@H]1[C@H]2CN(C(=O)c3cc4ccccc4o3)CCN2C[C@H]1c1ccccc1	6.3	-8.0	-1.2
COc1ccc(C2C[C@H]3CC[C@@H](C2)N3Cc2nc(-c3ccco3)oc2C)cc1 (stereo partly drawn)	-5.3	-7.3	-11.5
n1[nH]nc2c1Nc1nonc1N2	-12.2	-3.5	/
CCC(=O)N1CC(=O)Nc2ccccc2C1c1ccc(C)cc1 (stereo not drawn)	1.7	-3.0	/
CC(=O)NS(=O)(=O)c1ccc(NC(=O)c2cccn(Cc3ccc(Cl)cc3)c2=O)cc1	-1.5	-5.3	/

Further structures:
SMILES	NPYLR7 ag	hcGAS lum	mcGAS lum
CCN(C(=O)CN(C)S(C)(=O)=O)C(C)Cc1ccc(OC)cc1 (stereo not drawn)	11.3	-6.1	-15.8
Cc1ccc(/C=C2\C(=O)NC(=S)N(c3ccc(Cl)cc3)C2=O)o1	2.5	-0.5	3.8
CCOC(=O)C1C(=N)OC(C)=C(C(=O)OC(C)C)C12C(=O)Nc1ccccc12 (stereo not drawn)	-2.3	5.3	6.7
COc1ccccc1CC(=O)N1CCN(Cc2cccc(-c3noc(-c4ccco4)n3)c2)CC1	3.0	-2.3	-5.4
O=C1NC(=S)NC(=O)C1=C/C=C/c1ccco1	0.3	2.0	3.4
COc1ccccc1[C@H]1CN(C(=O)COC(C)C)[C@@H]2C3CCN(CC3)[C@H]12	1.5	-2.2	/
NCCSc1c[nH]c2ccccc12	-4.4	-1.6	-2.7
CN1CCC(N(C)c2ccnc3c2c(=O)n(C)c(=O)n3C)CC1	6.0	-4.0	/
CN1C(=O)C(=Cc2ccco2)C(=O)N(C)C1=O	-2.0&-2.9	0.2&-6.5	-8.3
Cc1ccc(OCC(=O)N2CCN(C3CCSC3)CC2)cc1C (stereo not drawn)	2.5	-5.9	/
O=C(CN1CCCC1=O)NCCC1=CCCCC1	/	-1.1	-3.9
CC1(C)Cc2cc(CNC(=O)c3cn(CC4CCCNC4)nn3)ccc2O1 (stereo not drawn)	12.7	3.1	-9.7
CCN1CCN(C(=O)c2ccc(N3CCC(NC(C)Cc4ccccn4)CC3)cc2)CC1 (stereo not drawn)	22.3	-10.7	-14.4
Cc1cccc(Cn2cccc(C(=O)Nc3cc([N+](=O)[O-])ccc3C)c2=O)c1	-2.5	-3.3	/
Cc1cccc(CNC(=O)C(C2CCCC2)N2CCN(C(=O)Cc3cccs3)CC2)c1 (stereo not drawn)	-13.9	-2.8	-3.4

A section of the results above, as a working copy:
SMILES	NPYLR7 ag	hcGAS lum	mcGAS lum
Cc1ccc(/C=C2\C(=O)NC(=S)N(c3ccc(Cl)cc3)C2=O)o1	2.5	-0.5	3.8
CCOC(=O)C1C(=N)OC(C)=C(C(=O)OC(C)C)C12C(=O)Nc1ccccc12 (stereo not drawn)	-2.3	5.3	6.7
COc1ccccc1CC(=O)N1CCN(Cc2cccc(-c3noc(-c4ccco4)n3)c2)CC1	3.0	-2.3	-5.4
O=C1NC(=S)NC(=O)C1=C/C=C/c1ccco1	0.3	2.0	3.4
COc1ccccc1[C@H]1CN(C(=O)COC(C)C)[C@@H]2C3CCN(CC3)[C@H]12	1.5	-2.2	/
NCCSc1c[nH]c2ccccc12	-4.4	-1.6	-2.7
CN1CCC(N(C)c2ccnc3c2c(=O)n(C)c(=O)n3C)CC1	6.0	-4.0	/
CN1C(=O)C(=Cc2ccco2)C(=O)N(C)C1=O	-2.0&-2.9	0.2&-6.5	-8.3
Cc1ccc(OCC(=O)N2CCN(C3CCSC3)CC2)cc1C (stereo not drawn)	2.5	-5.9	/
O=C(CN1CCCC1=O)NCCC1=CCCCC1	/	-1.1	-3.9
CC1(C)Cc2cc(CNC(=O)c3cn(CC4CCCNC4)nn3)ccc2O1 (stereo not drawn)	12.7	3.1	-9.7
CCN1CCN(C(=O)c2ccc(N3CCC(NC(C)Cc4ccccn4)CC3)cc2)CC1 (stereo not drawn)	22.3	-10.7	-14.4
Cc1cccc(Cn2cccc(C(=O)Nc3cc([N+](=O)[O-])ccc3C)c2=O)c1	-2.5	-3.3	/
Cc1cccc(CNC(=O)C(C2CCCC2)N2CCN(C(=O)Cc3cccs3)CC2)c1 (stereo not drawn)	-13.9	-2.8	-3.4

Further entries:
SMILES	NPYLR7 ag	hcGAS lum	mcGAS lum
O=C(Cc1c[nH]c2ccccc12)N1C[C@H](O)[C@@H](N2CCOCC2)C1	5.7	-7.6	/
CCN(Cc1ccccc1)C(=O)c1cn(CC2CCCO2)cc(C(=O)NC2CCCCCCC2)c1=O (stereo not drawn)	-1.4	-5.1	-26.3
CCCN1CCc2cccc3c2[C@H]1Cc1ccc(O)c(O)c1-3	0.1	-4.0	-1.8
Cc1cccc(OCC(=O)N2CCN(Cc3nnnn3-c3ccccc3)CC2)c1	1.3	-2.5	-3.7
CC(C)c1nnc(CN2C[C@H]3CC=CC[C@H]3C2)o1	4.5	-3.7	/
CC(C)(C)c1ccc(C2(N)CCCC2)cc1	-0.2	2.3	-2.8
Cc1nc(-c2cccs2)cc([C@H]2CN3CC[C@H]2C[C@@H]3CNC(=O)Nc2cccc(C(F)(F)F)c2)n1	-8.8	-5.4	-5.5
Cc1ccc([N+](=O)[O-])cc1NC(=O)c1cccn(Cc2cccc(C(F)(F)F)c2)c1=O	10.7	-9.2	/
Cc1noc(CNC(C)(C)Cc2ccc(Br)cc2)n1	2.5&6.9	6.2&-13.8	-8.7
COc1cc(OC)c(C2NCCc3[nH]cnc32)cc1OC (stereo not drawn)	-2.3	1.8	/
COc1cc(C)c(-c2nc3ccccc3c(=O)n2-c2cccc(C)c2)cc1C	4.8	-4.5	-6.8
COc1nc(NCCC2=CCCCC2)nc(N2CC3CC(C2)c2cccc(=O)n2C3)n1 (stereo not drawn)	-5.1	-7.0	/
COc1ccc(C(=O)N(Cc2cc(NC(=O)c3ccco3)ccc2N(C)C2CCN(C)CC2)CC(C)C)cc1	0.3	-0.2	-2.2
O=C(O)Cc1cnc[nH]1	-0.9	-1.5	-3.5
C=CCOC(=O)C1=C(C)OC(=N)C(C(=O)OCC)C12C(=O)Nc1ccccc12 (stereo not drawn)	17.1	1.2	-2.9
CCOC(=O)c1cccc(C(OCCN2CCN(Cc3ccccc3OCC(=O)O)CC2)c2ccccc2)c1 (stereo not drawn)	3.7	-11.7	-8.2
Fc1ccc(C(OCCN2CCN(Cc3ccc(Cl)o3)CC2)c2ccccc2)cc1F (stereo not drawn)	13.3	-5.1	-4.6
COc1cc(C)c(-c2nc(CN3C[C@@H]4C[C@@H](C3)c3cccc(=O)n3C4)c(C)o2)cc1C	-4.3	-4.6	/
O=C(c1cccc2ccccc12)C1CCCN(Cc2ccccc2O)C1 (stereo not drawn)	1.6	1.9	/
COC(=O)c1cccc(CN(C)C(C)Cc2cc(C)ccn2)n1 (stereo not drawn)	4.3	-8.5	-14.3
COc1ccc(-n2nc(C(C)(C)C)c3c2N(CC(=O)NCC2CCCO2)C(=O)CSC3c2cccs2)cc1 (stereo not drawn)	9.5	-2.8	-9.5
COc1cc2c(cc1OC)[C@@]13CCN4CC5=CCOC6CC(=O)N2C1[C@H]6[C@H]5C[C@H]43 (stereo partly drawn)	-12.1	1.5	/
